CendR NRP1 mod – modulators of CendR peptide binding to NRP-1, primary screen, biochemical, fluorescence polarization, uHTS. actives 0.85% (n = 360,000). Neuropilin-1 (Homo sapiens), O14786. AID 602438, 2012. FAM-RPARPAR peptide binding to NRP-1. inhibition, % at 25 µM;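 active = inhibition or corrected inhibition above about 18%, plus a signal ratio from 0.5 to 1.5, limit read from the data, passing the limit was not always enough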; also: strong numbers were not always called active
Target sequence (O14786 whole entry, looked up): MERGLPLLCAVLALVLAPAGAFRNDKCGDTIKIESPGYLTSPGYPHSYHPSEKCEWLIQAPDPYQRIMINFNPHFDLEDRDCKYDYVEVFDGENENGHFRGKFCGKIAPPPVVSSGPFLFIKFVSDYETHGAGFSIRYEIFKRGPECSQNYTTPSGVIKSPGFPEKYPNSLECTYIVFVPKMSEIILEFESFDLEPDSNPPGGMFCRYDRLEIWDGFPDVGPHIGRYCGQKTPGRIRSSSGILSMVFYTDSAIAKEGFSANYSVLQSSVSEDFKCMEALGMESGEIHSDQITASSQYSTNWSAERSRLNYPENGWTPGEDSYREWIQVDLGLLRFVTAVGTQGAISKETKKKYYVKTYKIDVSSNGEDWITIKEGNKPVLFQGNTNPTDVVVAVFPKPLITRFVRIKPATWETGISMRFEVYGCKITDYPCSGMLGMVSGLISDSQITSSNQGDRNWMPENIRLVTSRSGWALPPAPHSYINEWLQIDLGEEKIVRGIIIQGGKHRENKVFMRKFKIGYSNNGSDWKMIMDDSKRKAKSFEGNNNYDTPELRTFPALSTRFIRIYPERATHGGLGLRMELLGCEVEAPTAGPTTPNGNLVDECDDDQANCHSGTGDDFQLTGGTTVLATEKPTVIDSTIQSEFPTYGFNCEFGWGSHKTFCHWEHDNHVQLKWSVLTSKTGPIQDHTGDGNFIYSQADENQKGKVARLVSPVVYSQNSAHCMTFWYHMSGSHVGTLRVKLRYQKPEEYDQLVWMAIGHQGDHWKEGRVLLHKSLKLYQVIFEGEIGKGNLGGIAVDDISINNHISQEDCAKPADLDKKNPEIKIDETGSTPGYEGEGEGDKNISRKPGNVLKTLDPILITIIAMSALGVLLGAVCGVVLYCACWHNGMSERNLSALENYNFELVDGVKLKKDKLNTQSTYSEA
MsrA inhibitor – bovine MsrA enzyme inhibitors, primary screen, biochemical, absorbance, HTS; Methionine sulfoxide reductase A (Bos taurus); purified bovine MsrA, absorbance read-out; inhibition, % at 15.5 µM; actives 0.75% (n = 360,000); in the data active = inhibition above about 4.5%;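 also: 0% = vehicle wells with enzyme and 100% = reference inhibitor wells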
eLon inh – inhibitors of E. coli Lon protease, primary screen, biochemical, fluorescence polarization | purified E. coli Lon protease | inhibition, % at 7.94 µM | actives 0.42% (n = 360,000); in the data active = inhibition above about 13%, passing the limit was not always enough;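 also: 0% = enzyme with probe and DMSO and 100% = no enzyme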
STEP block – STEP phosphatase inhibitors, primary screen, biochemical, fluorescence intensity, uHTS; inhibition, % at 20 µM; recombinant STEP, OMFP fluorogenic substrate; actives 0.25% (n = 360,000); Tyrosine-protein phosphatase non-receptor type 5 (Homo sapiens), P54829;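 active = inhibition at 20 µM, scaled per plate between control wells, above about 37%, limit read from the data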;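 also: 0% = DMSO with enzyme and substrate and 100% = substrate only without enzyme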
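Assay system: isolated STEP enzyme / Timing: 20 min at room temperature, dark / Doses: 20 µM, 1% DMSO / Technique: fluorescence intensity, excitation 480 nm, emission 540 nm / Reagent: fluorogenic phosphatase substrate OMFP at 25 µM final / Measure: percent inhibition scaled to no-enzyme and uninhibited-enzyme controls, plate-pattern corrected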
Scp-1 inhibitor – Scp-1 phosphatase inhibitors, primary screen, biochemical, colorimetric, uHTS; Carboxy-terminal domain RNA polymerase II polypeptide A small phosphatase 1 (Homo …; Recombinant Scp1, phosphopeptide, malachite green phosphate absorbance; inhibition, % at 20 µM; actives 0.88% (n = 340,000); AID 493091, 2011;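 active = inhibition above about 50% at 20 µM, limit read from the data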;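 also: plate controls were DMSO wells with enzyme for no effect and wells lacking enzyme for full effect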
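Test system: SCP-1 phosphatase catalytic domain, residues 76-261; measured by: colorimetric phosphate reagent with accelerator and stabiliser, absorbance at 630 nm; timing: enzyme reaction 45 min at room temperature, colour 5 min, stabilisation 30 min; also added: Phosphorylated 17-residue peptide substrate; compound dosing: one concentration, 20 µM, with 1.0% DMSO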
bovine MsrA act – bovine MsrA enzyme activators, primary screen, biochemical, absorbance, HTS | activation, % at 10.6 µM | purified bovine MsrA, absorbance read-out | Methionine sulfoxide reductase A (Bos taurus) | actives 0.3% (n = 360,000); in the data active = activation above about 7.5%;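 also: 0% = vehicle and 100% = reference activator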
LMPTP inh – LMPTP phosphatase inhibitors, primary screen, biochemical, fluorescence intensity, uHTS; Low molecular weight phosphotyrosine protein phosphatase (Homo sapiens), P24666; recombinant LMPTP-A, OMFP fluorogenic substrate; inhibition, % at 20 µM; actives 0.22% (n = 360,000);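 active = compounds that cut the enzyme signal by at least half of the control window in the single-dose screen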;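 also: plate controls were DMSO wells with enzyme plus substrate for no effect and substrate without enzyme for full effect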
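material = LMPTP-A | quantity = 0.625 nM enzyme | reagent = OMFP substrate, 400 µM final | buffer or medium = Bis-Tris pH 6.0, DTT, detergent | detection = endpoint fluorescence intensity from OMFP dephosphorylation | dosing = single 20 µM dose | read-out basis = % inhibition relative to no-enzyme and uninhibited control wells | control set = no-enzyme and uninhibited controls | timing = 50 min at room temperature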
DNMT1 block – human DNMT1 methyltransferase inhibitors, primary screen, biochemical, molecular beacon, fluorescence, HinP1I cleavage, uHTS; actives 0.83% (n = 360,000); DNA (cytosine-5)-methyltransferase 1 (Homo sapiens), P26358; inhibition (reported as % activation of signal), % at 10 µM; in the data active = inhibition above about 50%
SUMO1-SIM PPI – modulators of SUMO1 protein-protein interactions, primary screen, biochemical, uHTS; inhibition, % at 20 µM; SUMO1 binding to a labelled peptide, TR-FRET, 1 h; AID 602429, 2012; actives 0.33% (n = 360,000); in the data active = inhibition above about 37%
Target sequence (P63165 whole entry, looked up): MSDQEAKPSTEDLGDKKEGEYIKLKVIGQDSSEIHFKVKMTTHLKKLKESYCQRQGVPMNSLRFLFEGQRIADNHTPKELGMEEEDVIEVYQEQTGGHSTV
TbMetRS inhib – T. brucei MetRS inhibitors, primary screen, biochemical, luminescence; methionyl-tRNA synthetase (Trypanosoma brucei brucei); purified T. brucei MetRS, ATP depletion, Kinase-Glo luminescence; inhibition, % at 11.9 µM; actives 0.4% (n = 360,000);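 active = inhibition above a per-plate cutoff of the control wells' mean inhibition plus 3 SD, cut at about 5.5% in these data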;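 also: 0% = DMSO wells median and 100% = median of wells with control inhibitor compound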
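System: purified T. brucei MetRS enzyme / Detection: Kinase-Glo luciferase luminescence reporting remaining unconsumed ATP / Medium: HEPES buffer with MgCl2, KCl, DTT, spermine, BSA, pyrophosphatase / Replication: singlicate, one well per compound / Evaluation: percent inhibition relative to median high and low control wells / Schedule: 2 h aminoacylation at 25 °C after 15 min preincubation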
Active calls of the source: *; nt = not tested or not shown.

Structure | STEP block | Scp-1 inhibitor | LMPTP inh | eLon inh | DNMT1 block | SUMO1-SIM PPI | MsrA inhibitor | bovine MsrA act | CendR NRP1 mod | TbMetRS inhib
CCOc1cc(/C=N/NC(=O)Nc2ccccc2)ccc1O | 0 | 1 | 0.8 | 3 | -7 | 2 | 1.2 | -2 | 12 | 0.4
CCC(=O)Nc1c(C(=O)N2CCCCCC2)cnn1-c1ccc(C)c(C)c1 | -1 | -3 | -1.0 | -3 | 1 | -2 | 0.7 | -1 | 0 | 0.1
COc1ccc(OCC(=O)NC(=O)c2ccccc2)c([N+](=O)[O-])c1 | -2 | -4 | -0.2 | -3 | 0 | -14 | 0.2 | -1 | -2 | -0.2
N#Cc1cc(-c2ccccc2)c[nH]c1=O | -2 | -1 | 1.0 | -4 | -5 | -6 | 1.0 | 0 | 8 | -0.1
CCOC(=O)c1ccc2c(c1)nc(SCC(=O)N1CCOCC1)n2CC | 4 | -4 | -1.2 | 7 | 3 | 0 | 0.2 | 0 | 5 | 0.2
Cc1ccc(C(=O)N/C(=C\c2cccs2)C(=O)N2CCN(C)CC2)cc1C | -1 | -7 | -2.7 | 2 | -1 | 5 | 1.6 | -4 | 13 | -0.3
Cc1oc(=O)c(NC(=O)c2ccccc2)cc1C(C)O (centres undefined) | -2 | -3 | -0.1 | -14 | 1 | -5 | 0.3 | -9 | 0 | -0.8
CCCn1cc(SCC(=O)Nc2cc(C)on2)c2ccccc21 | 0 | -5 | -0.6 | 9 | -2 | 3 | 2.3 | -3 | 0 | -0.4
COc1ccc(/C=N/NC(=O)c2cccc(C(=O)N/N=C/c3ccc(OC)cc3)n2)cc1 | 2 | -4 | 2.6 | -11 | -4 | -1 | 0.4 | -2 | 2 | -0.5
CCOc1ccccc1NC(=O)c1ccc(-n2cncn2)nc1 | 0 | -1 | 0.5 | -1 | 7 | -4 | 0.2 | -9 | -2 | -0.3
Nc1cc(S(=O)(=O)Nc2ccccc2Cl)ccc1N1CCCCC1 | 4 | -5 | 9.6 | 6 | -14 | 6 | -0.9 | -7 | 0 | -0.4
O=C1C2CC=CCC2C(=O)N1c1ccc(NCCc2ccc(O)cc2)c([N+](=O)[O-])c1 (centres undefined) | 2 | -7 | 4.2 | -7 | -7 | -16 | -0.9 | -4 | 2 | 0.0
COc1cccc(-c2ccc(NC(=O)C3CCCN(CCCn4cccn4)C3)cc2)c1 (centres undefined) | 3 | -2 | 1.6 | -15 | -8 | 10 | 0.3 | -3 | -2 | -0.2
CN(C)c1ccc(-c2sc(Nc3ccccc3)n[n+]2-c2ccc(F)cc2)cc1 | -2 | -2 | -0.8 | -25 | 2 | -12 | 1.2 | 0 | -209 | -0.3
Cc1cc(C)nc(N/N=C/C2=C(N3CCOCC3)C(=C/c3ccccc3)/CC2)n1 | 2 | 7 | 0.4 | -11 | -6 | -8 | 0.9 | -4 | -46 | -0.5
CCOc1ccc(Cc2noc3c2C(=O)CC(C)(C)C3)cc1OCC | 1 | 0 | -0.2 | -8 | -3 | 4 | 0.0 | -2 | 0 | 0.2
Cc1ccn2cc(C(=O)Nc3ccc4c(c3)OCCO4)nc2c1 | -1 | -6 | 0.1 | -10 | -4 | 0 | -0.5 | -1 | 19 | 0.1
CC(C)OP(=O)(OC(C)C)C(NC(=O)c1ccccc1)C(N)=O (centres undefined) | 0 | -10 | -0.7 | -2 | 1 | -2 | -0.3 | -5 | -7 | -0.8
CCCn1c(CNc2ccccc2O)nc2ccccc21 | -3 | -4 | 0.9 | -7 | -9 | -12 | -0.6 | 7 | -20 | -0.5
Cc1ccsc1C(=O)N1CCC(CO)(Cc2ccccc2)CC1 | 2 | 2 | -0.5 | 4 | -4 | -2 | 1.0 | -6 | -4 | -0.4
O=C(Nc1c2c(nc3ccccc13)CCCC2)c1ccccc1Br | 4 | -5 | 0.1 | -2 | 1 | 1 | -0.3 | -1 | 0 | 0.1
CCN1/C(=C2\C(=O)N(c3ccccc3)N=C2C)C=Cc2cc(C)ccc21 | 2 | 58* | -0.9 | -344 | 4 | -26 | 0.7 | -2 | 10 | -0.2
c1ccc(-c2ccnc3nc(N4CCN(c5ccccc5)CC4)nn23)cc1 | -1 | 3 | 1.1 | -8 | -8 | 1 | 1.5 | -2 | 8 | -0.1
COc1cccc(NC(=O)C2(C)CCN2Cc2ccc3ccccc3c2)c1 (centres undefined) | 1 | nt | 1.5 | -5 | -4 | 1 | -0.5 | -1 | -1 | -0.1
CCC1(CC)C(=O)C2=C3C1[C@H](C(=O)OC)C=C(C(=O)OC)C[C@H]3[C@H]1C(=O)N(CC(=O)OC)C(=O)[C@H]1[C@H]2C (some centres undefined) | 1 | 22 | -0.7 | 8 | -1 | -3 | 0.9 | 0 | -10 | 0.4
COc1ccc(CNC(=O)CN2C(=O)NC3(CCCCCC3)C2=O)cc1OC | 3 | -4 | -0.5 | -4 | -3 | 3 | 1.8 | -3 | -16 | -0.4
COC(=O)c1cc2c(n1S(=O)(=O)c1ccc(C)cc1)C(=O)C(=O)c1[nH]cc(C(=O)OCc3ccccc3)c1-2 | 1 | -3 | -0.4 | -5 | 82* | -4 | nt | 3 | 27* | -0.1
CCOc1nc(Nc2ccc(OC)cc2)nc(OCC)n1 | 12 | 67* | -0.4 | -3 | 3 | 1 | -0.7 | -12 | -8 | -1.2
Cc1ccc(S(=O)(=O)c2c(C)cc(C)[nH]c2=O)cc1 | -2 | -10 | -0.1 | 7 | -1 | 0 | 1.4 | -2 | -1 | -0.2
O=C(Nc1ccc2c(c1)OCCO2)c1cc2sccc2n1Cc1ccccc1 | -10 | -15 | 4.9 | 6 | -9 | -4 | 1.9 | -3 | 4 | 0.2

Laid out differently: three of the compounds above.
Order of values – STEP block | Scp-1 inhibitor | LMPTP inh | eLon inh | DNMT1 block | SUMO1-SIM PPI | MsrA inhibitor | bovine MsrA act | CendR NRP1 mod | TbMetRS inhib
O=C1C2CC=CCC2C(=O)N1c1ccc(NCCc2ccc(O)cc2)c([N+](=O)[O-])c1 (centres undefined)
  2 | -7 | 4.2 | -7 | -7 | -16 | -0.9 | -4 | 2 | 0.0
COc1cccc(-c2ccc(NC(=O)C3CCCN(CCCn4cccn4)C3)cc2)c1 (centres undefined)
  3 | -2 | 1.6 | -15 | -8 | 10 | 0.3 | -3 | -2 | -0.2
CN(C)c1ccc(-c2sc(Nc3ccccc3)n[n+]2-c2ccc(F)cc2)cc1
  -2 | -2 | -0.8 | -25 | 2 | -12 | 1.2 | 0 | -209 | -0.3

Additional entries follow.
Structure | STEP block | Scp-1 inhibitor | LMPTP inh | eLon inh | DNMT1 block | SUMO1-SIM PPI | MsrA inhibitor | bovine MsrA act | CendR NRP1 mod | TbMetRS inhib
COC(=O)CC(NC(=O)Nc1ccc(C)cc1)c1cccc([N+](=O)[O-])c1 (centres undefined) | -2 | -6 | -1.1 | 1 | 0 | -14 | 0.8 | -9 | 14 | 5.5
O=C(/C=C/c1ccc(Cl)cc1)Nc1ccc(Br)cn1 | 2 | -12 | 1.9 | 1 | 19 | 23 | 1.3 | -8 | -8 | -0.5
NC(=O)NC(c1ccccc1)c1ccccc1 | -4 | -8 | -1.9 | -2 | 1 | 0 | 0.5 | -1 | 3 | 0.2
COc1cccc(-c2cc(C(=O)Nc3ccncc3)c3ccccc3n2)c1 | 0 | -7 | 1.8 | 0 | -3 | -2 | 0.6 | 0 | 18 | -0.4
CN(c1ccc(OCC(=O)OCC(=O)Nc2ccc(OC(F)F)cc2)cc1)S(=O)(=O)c1cccs1 | -4 | -13 | 2.5 | -14 | -12 | 3 | 0.9 | -1 | -13 | -0.2
CCN(CC)S(=O)(=O)c1cccc(C(=O)Nc2cc(C)cc(C)c2)c1 | -1 | -7 | 1.9 | -1 | -2 | 0 | 2.2 | -10 | 5 | -1.5
Cc1ccccc1C(=O)c1cccn1CC(=O)NCCN1CCN(c2cccc(C)c2C)CC1 | -4 | -8 | -0.8 | -3 | -7 | 3 | 2.1 | -2 | -11 | -0.4
Cc1c(Cl)c([N+](=O)[O-])nn1CC(=O)N1CCN(C23CC4CC(CC(C4)C2)C3)CC1 | -1 | 9 | -0.7 | -1 | 0 | -23 | -0.4 | 0 | 13 | -1.4
O=C(CCNC(=O)c1ccccc1Cl)NCCC1=CCCCC1 | -1 | -3 | -1.1 | -9 | 4 | 3 | -0.2 | -1 | 12 | -0.5
Cc1cccc(NC(=O)CN2CCN(C(=O)CN3C(=O)NC4(CC(C)CC(C)(C)C4)C3=O)CC2)c1C (centres undefined) | 0 | -10 | -0.7 | 9 | -2 | -2 | -0.2 | -1 | 6 | -0.2
O=C(NCc1ccccc1Cl)c1cnn2cccnc12 | -3 | -9 | -3.1 | -5 | -3 | 0 | 0.1 | -4 | -11 | -0.8
COc1ncnc2c1ncn2CCCN1CCN(c2ncccn2)CC1 | 0 | nt | -1.9 | -6 | 9 | 1 | 0.4 | -3 | 1 | -0.6
Cc1cccc(Nc2cc(=O)[nH]c(=O)[nH]2)c1C | -4 | -4 | -1.0 | 13 | 3 | -1 | -0.2 | -12 | 5 | -1.1

At a glance, some entries already given.
Structure | STEP block | Scp-1 inhibitor | LMPTP inh | eLon inh | DNMT1 block | SUMO1-SIM PPI | MsrA inhibitor | bovine MsrA act | CendR NRP1 mod | TbMetRS inhib
Cc1ccccc1C(=O)c1cccn1CC(=O)NCCN1CCN(c2cccc(C)c2C)CC1 | -4 | -8 | -0.8 | -3 | -7 | 3 | 2.1 | -2 | -11 | -0.4
Cc1c(Cl)c([N+](=O)[O-])nn1CC(=O)N1CCN(C23CC4CC(CC(C4)C2)C3)CC1 | -1 | 9 | -0.7 | -1 | 0 | -23 | -0.4 | 0 | 13 | -1.4
O=C(CCNC(=O)c1ccccc1Cl)NCCC1=CCCCC1 | -1 | -3 | -1.1 | -9 | 4 | 3 | -0.2 | -1 | 12 | -0.5
Cc1cccc(NC(=O)CN2CCN(C(=O)CN3C(=O)NC4(CC(C)CC(C)(C)C4)C3=O)CC2)c1C (centres undefined) | 0 | -10 | -0.7 | 9 | -2 | -2 | -0.2 | -1 | 6 | -0.2

Screening data as filed in PubChem BioAssay.
